CXXC DNA block – MLL CXXC-DNA interaction inhibition. Q03164. MLL-CXXC / FITC-HOXA9 DNA fluorescence polarization. Potency, µM (titrated, usually from 115 µM), for inactives: top-dose activity change, negative = inhibition, usual class: inhibitors. 290,000 compounds, 0.037% hits. AID 2662; active = well fitted inhibition curve with a large enough effect in the polarisation, with a control signal flat, not every such curve was filed as active; inconclusive = small, poorly fitted or top-dose-only effect, or effect the other way, or a change in a side signal; inactive = no such curve, though single readings can be large or run the other way; the % refers to the polarisation
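Steps: dispense CXXC domain solution (7 uM) → pin compounds or unlabeled HOX-A9 DNA control → 5 min ambient → add FLSN-HOX-A9 solution (50 nM) → spin → 30 min ambient → fluorescence polarization. Tris pH 7.5/NaCl/DTT/BSA buffer.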
uPA surface inh – inhibitors of cell surface uPA generation; cell surface uPA generation assay, qHTS; Potency, µM (doses to about 38.3 µM), for inactives: at the highest dose activity change, negative = inhibition, actives largely listed as inhibitors; 330,000 compounds, 0.31% hits; AID 540303; active = well fitted inhibition curve with a large enough effect; inconclusive = small, poorly fitted or top-dose-only effect; inactive = no such curve, though single readings can be large or run the other way; tested in mouse RAW 264.7 cells; also: % is scaled to controls: 0 for no effect and ±100 for the full control effect; nearly all actives have a fitted effect of over 55% in size
RORg inh – blocks mouse ROR gamma transcriptional activity; 310,000 compounds, 5.4% hits; Drosophila S2 Gal4-RORgamma UAS-luciferase reporter, 20 h; P51450; Potency, µM (doses to about 53.6 µM), inactives show at the highest dose activity change, negative = inhibition, usual class: inhibitors; also: % is scaled to controls: 0 for no effect and ±100 for the full control effect; nearly all actives have a fitted effect of over 60% in size
Target sequence (P51450 whole entry, looked up, the tested form may be a part): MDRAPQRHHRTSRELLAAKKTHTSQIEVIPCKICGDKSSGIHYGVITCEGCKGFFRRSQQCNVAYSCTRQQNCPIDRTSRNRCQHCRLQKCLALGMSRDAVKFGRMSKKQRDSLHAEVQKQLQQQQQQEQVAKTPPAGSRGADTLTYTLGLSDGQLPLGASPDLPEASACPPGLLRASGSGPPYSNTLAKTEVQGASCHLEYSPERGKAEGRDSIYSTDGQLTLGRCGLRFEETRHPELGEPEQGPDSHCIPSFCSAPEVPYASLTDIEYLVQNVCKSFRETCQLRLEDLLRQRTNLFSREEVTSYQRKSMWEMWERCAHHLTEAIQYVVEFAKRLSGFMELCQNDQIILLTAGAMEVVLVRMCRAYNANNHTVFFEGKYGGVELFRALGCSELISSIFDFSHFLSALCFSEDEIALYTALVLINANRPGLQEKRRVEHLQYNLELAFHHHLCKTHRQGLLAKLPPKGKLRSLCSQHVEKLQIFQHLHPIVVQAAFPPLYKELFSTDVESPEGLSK
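Luminescence from a UAS-regulated Photinus luciferase reporter in stably transfected Drosophila Schneider cells is measured; decreased signal marks ROR gamma inhibition. Fusion expression is induced by 700 uM copper sulfate for 20 hr.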
NPC1 prom act – activators of NPC1 promoter. Huh7 NPC1 promoter luciferase reporter, 24 h. Potency, µM (titrated, usually from 9.22 µM), inactives show top-dose activation, most hits filed as activators. 320,000 compounds, 2.4% hits. AID 485313;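 also: % of control where 0% means no effect; nearly all actives have a fitted effect of over 60% in size; reporter is driven by a mutant NPC1 promoter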
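Readout is luciferase luminescence, reflecting NPC1 promoter activation in stably transfected Huh7 cells after 24 h compound exposure at 37 °C in reduced-serum medium with 10% FBS.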
MBNL1-CUG inh – MBNL1-poly(CUG) RNA binding inhibition | Q9NR56 | TR-FRET MBNL1-His/biotin-(CUG)12 binding, 665/545 ratio | Potency, µM (highest dose often 57.5 µM), for the others: top-dose activity change, negative = inhibition, hits mostly inhibitors | 280,000 compounds, 0.036% hits; active = well fitted inhibition curve with a large enough effect in the signal ratio, with a control signal flat, not every such curve was filed as active; inconclusive = small, poorly fitted or top-dose-only effect, or effect the other way, or a change in a side signal; inactive = no such curve, though single readings can be large or run the other way; the % refers to the signal ratio; also: % is scaled to controls: 0 for no effect and ±100 for the full control effect
Target sequence (Q9NR56 whole entry, looked up): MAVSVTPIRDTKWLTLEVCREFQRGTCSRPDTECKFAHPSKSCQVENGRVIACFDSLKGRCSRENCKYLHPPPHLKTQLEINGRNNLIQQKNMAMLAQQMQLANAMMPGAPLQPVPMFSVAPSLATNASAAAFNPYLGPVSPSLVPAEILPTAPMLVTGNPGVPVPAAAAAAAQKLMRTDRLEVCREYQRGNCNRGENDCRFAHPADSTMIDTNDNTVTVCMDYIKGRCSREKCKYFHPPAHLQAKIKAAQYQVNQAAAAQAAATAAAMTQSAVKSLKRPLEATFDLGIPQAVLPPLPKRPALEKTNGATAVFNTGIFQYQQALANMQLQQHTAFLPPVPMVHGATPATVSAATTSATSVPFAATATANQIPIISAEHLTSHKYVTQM
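Compounds (final 92 nM to 58 uM) are added to His-tagged MBNL1 and biotin-(CUG)12, then terbium anti-His antibody and streptavidin-XL665 (5 nM final). After 60 min at room temperature, the 665/545 nm ratio is read.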
BRCA1 expr act – increases BRCA1 expression. AID 624202. Potency, µM (series often up to 46.1 µM), inactives show at the highest dose activation, usual class: activators. 380,000 compounds, 1.1% hits. MCF7-BRCA1-FFLuc reporter, luminescence, 48 h; response scale: scaled: vehicle 0%, 10 µM genistein 100%; also: nearly all actives have a fitted effect of over 80% in size; some results filed as inactive show a strong effect at the top dose
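Reporter cells (MCF7, BRCA1 promoter-firefly luciferase) received library compounds across a concentration series for 48 h. End-point luminescence was measured and concentration-effect curves derived after normalization.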
p53 reactivation – mutant p53 re-activation in reporter cells; H1299 p53-A138V BP100-luciferase reporter, luminescence, 24 h; Potency, µM (highest dose often 92.2 µM), without a hit: at the highest dose activity change, positive = activation, hits mostly activators; 320,000 compounds, 0.063% hits; also: % of control where 0% means no effect; nearly all actives have a fitted effect of over 45% in size
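H1299 (p53-null), stable ts p53-A138V + BP100-Luc; 1000 cells/well, Opti-MEM/10% FBS; cpd 4 pt, 1:5; 24 h, 37 deg C, 5% CO2; detection reagent 10 min RT; luminescence.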
FLuc modulator – counter-screen for miR-21 project: firefly luciferase inhibitors or activators | AID 588342 | purified FLuc, Km substrates, luminescence inhibition | Potency, µM (highest dose often 57.5 µM), without a hit: top-dose activity change, negative = inhibition, most hits filed as inhibitors | 360,000 compounds, 6.9% hits;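 also: plate controls were vehicle for no effect and reference inhibitor for full effect; nearly all actives have a fitted effect of over 55% in size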
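Purified P. pyralis luciferase, 10 nM final, with Km-level 10 uM D-luciferin and 10 uM ATP in 50 mM Tris acetate pH 7.5, 10 mM Mg acetate, 0.01% Tween-20, 0.05% BSA; 6-point qHTS titration about 60 µM downward; luminescence read.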
Rab9 prom act – activators of Rab9 promoter; Huh7 Rab9 promoter-luciferase reporter, luminescence, 24 h; Potency, µM (highest dose often 9.22 µM), for inactives: top-dose activation, negative = inhibition, usual class: activators; 320,000 compounds, 2.8% hits; AID 485297; also: % of control where 0% means no effect; nearly all actives have a fitted effect of over 60% in size
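Luminescence read-out: Huh7 cells stably expressing Rab9-luciferase, treated 24 h with compound at 37 °C, then lysed with luciferase reagent for 10 min at ambient before reading.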
Gal4-VP16 FLuc – Gal4-VP16 reporter inhibition counter-screen; Drosophila S2 Gal4-VP16 UAS-luciferase, luminescence, 20 h; Potency, µM (titrated, usually from 53.6 µM), inactives show top-dose activity, negative = inhibition, most hits filed as inhibitors; 310,000 compounds, 3.5% hits;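 also: Gal4-VP16 expression switched on by copper sulfate through the metallothionein promoter; % is scaled to controls: 0 for no effect and ±100 for the full control effect; nearly all actives have a fitted effect of over 50% in size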
ELG1 genotox – inducers of genotoxicity in HEK293T ELG1-luciferase cells; HEK293T ELG1-luciferase reporter, luminescence, 16 h; Potency, µM (series often up to 46 µM), for inactives: at the highest dose activity change, positive = activation, most hits filed as activators; 330,000 compounds, 1.3% hits; AID 504466; also: % of control where 0% means no effect; nearly all actives have a fitted effect of over 60% in size
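ELG1-luciferase HEK293T cells, 2,000/well; compound pinned in; 16 hr, 37 °C, 5% CO2; ONE-Glo, 30 min RT; luminescence on CCD imager.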
An asterisk follows results filed as active; & = joins results of further samples; [ ] = remark or other dose. Unless noted, calls follow the shape of the dose curve; as a rule, active = well fitted curve in the direction sought with a large enough effect; inconclusive = small, poorly fitted or top-dose-only effect, or another doubt; inactive = no such curve, though single readings can be large; an effect the other way counts as inactive or inconclusive. Potency is read from the fitted curve at half-maximal effect. Not all compounds are listed. The share of hits here may be higher or lower than overall.

`CC(C)Cc1nnc(NC(=O)CCC(=O)N2CCOCC2)s1` gave CXXC DNA block 4%, uPA surface inh 8%, RORg inh 2%, NPC1 prom act -2%, MBNL1-CUG inh -12%, BRCA1 expr act 3%, p53 reactivation -7%, FLuc modulator -3%, Rab9 prom act -2%, Gal4-VP16 FLuc 1% and ELG1 genotox 2%.
CC(=O)c1ccc(C(C)(C)c2ccc(C(C)=O)s2)s1 was read as CXXC DNA block 7%, uPA surface inh -6%, RORg inh -12%, NPC1 prom act 5%, MBNL1-CUG inh -3%, BRCA1 expr act -9%, p53 reactivation -3%, FLuc modulator -1%, Rab9 prom act -4%, Gal4-VP16 FLuc -1% and ELG1 genotox -1%.
CCCCNC(=O)Cn1nc([N+](=O)[O-])c([N+](=O)[O-])c1C was read as CXXC DNA block -2%, uPA surface inh 5%, RORg inh -29%, NPC1 prom act -2%, BRCA1 expr act -25%, p53 reactivation 9%, FLuc modulator 8%, Rab9 prom act -1%, Gal4-VP16 FLuc -1% and ELG1 genotox -2%.
For CC(CCc1ccccc1)NC(=O)CCNS(=O)(=O)c1ccccc1C(F)(F)F (stereo not drawn) the results were uPA surface inh -6%, NPC1 prom act 2%, BRCA1 expr act -16%, p53 reactivation -1%, FLuc modulator 3%, Rab9 prom act -1% and ELG1 genotox -2%.
For O=C(CSC(=S)N1CCCC1)N(Cc1nnc(-c2ccccc2Cl)o1)C1CC1 the results were uPA surface inh 1%, NPC1 prom act -4%, BRCA1 expr act -28%, p53 reactivation -15%, FLuc modulator -13%, Rab9 prom act -5% and ELG1 genotox -5%.
For CC1CN(S(=O)(=O)c2cccc(C(=O)OCC(=O)Nc3ccc4c(c3)OCO4)c2)CC(C)O1 (stereo not drawn) the results were CXXC DNA block -5%, uPA surface inh -3%, RORg inh 8%, NPC1 prom act -2%, MBNL1-CUG inh -1%, BRCA1 expr act 4%, p53 reactivation -40%[inhibitor], FLuc modulator 1%, Rab9 prom act 1%, Gal4-VP16 FLuc 13% and ELG1 genotox -4%.
Screening Cc1nc(-c2cn[nH]c2-c2ccc(O)cc2O)cs1 returned CXXC DNA block 21%, uPA surface inh -5%, RORg inh 7%, NPC1 prom act 0%, MBNL1-CUG inh -6%, BRCA1 expr act -10%, p53 reactivation 13%, FLuc modulator -2%, Rab9 prom act 1%, Gal4-VP16 FLuc -7% and ELG1 genotox -1%.
Cc1cccc(CNC(=O)C2CCC(=O)N(Cc3ccccc3F)C2)n1 (stereo not drawn) was read as CXXC DNA block 3%, uPA surface inh 11%, NPC1 prom act -1%, MBNL1-CUG inh 0%, BRCA1 expr act 6%, FLuc modulator -2%, Rab9 prom act -1% and ELG1 genotox 1%.
CCC(C(=O)NC1CC1)n1nc(C)c2c(C)n(-c3ccccc3)nc2c1=O (stereo not drawn) was read as CXXC DNA block 5%, uPA surface inh 2%, RORg inh -3%, NPC1 prom act -7%, MBNL1-CUG inh -2%, BRCA1 expr act 3%, p53 reactivation -3%, FLuc modulator -1%, Rab9 prom act 0%, Gal4-VP16 FLuc 0% and ELG1 genotox 0%.
For COc1ccc(CCNC(=O)CC2Nc3cc(C)c(C)cc3NC2=O)cc1OC (stereo not drawn) the results were CXXC DNA block 2%, uPA surface inh 0%, RORg inh 4%, NPC1 prom act 1%, MBNL1-CUG inh inconclusive, BRCA1 expr act -6%, p53 reactivation 0%, FLuc modulator 0%, Rab9 prom act -2%, Gal4-VP16 FLuc -14% and ELG1 genotox -1%.
For CN(CC(=O)Nc1ccccc1Cl)C(=O)COC(=O)c1ccc(S(=O)(=O)C(F)F)cc1 the results were uPA surface inh 0%, NPC1 prom act -2%, BRCA1 expr act 5%, p53 reactivation -1%, FLuc modulator 3%, Rab9 prom act -3% and ELG1 genotox 0%.
Screening COc1ccc(Cl)cc1NC(=O)COC(=O)C1CC1 returned uPA surface inh -5%, NPC1 prom act -4%, BRCA1 expr act 18%, p53 reactivation 5%, Rab9 prom act 3% and ELG1 genotox 2%.
`NC(=O)c1nn2c(C(F)(F)F)cc(-c3ccccc3)nc2c1Br` gave CXXC DNA block 7%, uPA surface inh inconclusive, RORg inh -23%, NPC1 prom act -1%, MBNL1-CUG inh inconclusive, BRCA1 expr act -19%, p53 reactivation 16%, FLuc modulator -5%, Rab9 prom act 3%, Gal4-VP16 FLuc 9% and ELG1 genotox -4%.
For COc1ccc(-c2cc(C(F)(F)F)nc(S(C)(=O)=O)n2)cc1 the results were CXXC DNA block 80%[activator], uPA surface inh -13%, RORg inh 13µM*, NPC1 prom act -1%, MBNL1-CUG inh 7%, BRCA1 expr act -80%, p53 reactivation -19%, FLuc modulator -5%&-2%, Rab9 prom act 3%, Gal4-VP16 FLuc 8.9µM* and ELG1 genotox inconclusive.
`NS(=O)(=O)c1cc(C(=O)OCC(=O)Nc2ccccc2[N+](=O)[O-])ccc1Cl` gave CXXC DNA block -18%, uPA surface inh 3%, RORg inh -12%, NPC1 prom act -2%, MBNL1-CUG inh inconclusive, BRCA1 expr act 8%, p53 reactivation -2%, FLuc modulator -7%, Rab9 prom act 0%, Gal4-VP16 FLuc 7% and ELG1 genotox 1%.
For CCc1nccn1CCC(=O)N1CCCC(N2CCN(c3ccccc3F)CC2)C1 (stereo not drawn) the results were CXXC DNA block 1%, uPA surface inh -1%, RORg inh -21%, NPC1 prom act 1%, MBNL1-CUG inh 3%, BRCA1 expr act -11%, p53 reactivation inconclusive, FLuc modulator 3%, Rab9 prom act 3%, Gal4-VP16 FLuc -2% and ELG1 genotox -1%.
Cc1cccc(-c2cc3c(nn2)-c2ccccc2C3=O)c1 was read as CXXC DNA block 15%, uPA surface inh -2%, RORg inh -15%, NPC1 prom act 2.2µM*, MBNL1-CUG inh inconclusive, BRCA1 expr act 3%, p53 reactivation inconclusive, FLuc modulator 0.76µM*, Rab9 prom act 3.5µM*, Gal4-VP16 FLuc inconclusive and ELG1 genotox inconclusive.
CC(C(=O)Nc1ccc(F)cc1Cl)N(C)CCOc1ccccc1 (stereo not drawn) was read as CXXC DNA block 11%, uPA surface inh 0%, RORg inh 16%, NPC1 prom act -4%, MBNL1-CUG inh -5%, BRCA1 expr act 0%, p53 reactivation -7%, FLuc modulator -1%, Rab9 prom act -1%, Gal4-VP16 FLuc 5% and ELG1 genotox -1%.
Screening COc1cc(SC)ccc1C(=O)NCC1CCCCC1 returned CXXC DNA block -7%, uPA surface inh 0%, RORg inh 30%, NPC1 prom act 30%, MBNL1-CUG inh -4%, BRCA1 expr act inconclusive, p53 reactivation inconclusive, FLuc modulator 15µM*, Rab9 prom act 20%, Gal4-VP16 FLuc 5% and ELG1 genotox inconclusive.
O=C1CN(C(=O)c2ccco2)c2ccccc2N1 was read as CXXC DNA block 10%, uPA surface inh 5%, RORg inh 19%, NPC1 prom act 0%, MBNL1-CUG inh 3%, BRCA1 expr act -15%, p53 reactivation 10%, FLuc modulator -1%, Rab9 prom act -3%, Gal4-VP16 FLuc -16% and ELG1 genotox 1%.
Screening COc1ccc(S(=O)(=O)N2CCOCC2)cc1NC(=O)CN(C)Cc1c(F)cccc1Cl returned CXXC DNA block -4%, uPA surface inh -7%, RORg inh 30%, NPC1 prom act 1%, MBNL1-CUG inh -9%, BRCA1 expr act -56%, p53 reactivation -5%, FLuc modulator -4%, Rab9 prom act -2%, Gal4-VP16 FLuc 3% and ELG1 genotox -12%.
`CC(=O)N1CCc2cc(Br)cc(S(=O)(=O)NCCN3CCCCC3C)c21` (stereo not drawn) gave CXXC DNA block 5%, uPA surface inh 4%, RORg inh -2%, NPC1 prom act -2%, MBNL1-CUG inh inconclusive, BRCA1 expr act -11%, p53 reactivation -6%, FLuc modulator 1%, Rab9 prom act -7%, Gal4-VP16 FLuc -7% and ELG1 genotox 3%.
Cc1ccc(NC(=O)C2c3ccccc3Oc3ccccc32)c(C)c1 was read as CXXC DNA block 7%, uPA surface inh 5%, RORg inh -12%, NPC1 prom act 0%, MBNL1-CUG inh 0%, BRCA1 expr act -11%, p53 reactivation 3%, FLuc modulator 11%, Rab9 prom act -5%, Gal4-VP16 FLuc 0% and ELG1 genotox 2%.
Screening CNC(=O)Cn1nc(-c2ccc(C)cc2)c2ccccc2c1=O returned CXXC DNA block -10%, uPA surface inh -1%, RORg inh inconclusive, NPC1 prom act 6%, MBNL1-CUG inh -7%, BRCA1 expr act -13%, FLuc modulator -2%, Rab9 prom act -2%, Gal4-VP16 FLuc 1% and ELG1 genotox 0%.
CS(=O)(=O)N(CC(=O)Nc1cccc([N+](=O)[O-])c1)c1cccc(F)c1 was read as CXXC DNA block -14%, uPA surface inh -6%, RORg inh 22%, NPC1 prom act -10%, MBNL1-CUG inh inconclusive, BRCA1 expr act -1%, p53 reactivation 3%, FLuc modulator 0%, Rab9 prom act -19%, Gal4-VP16 FLuc -8% and ELG1 genotox -5%.

Screens as filed in PubChem BioAssay.
